Hsp70 displacement – Hsp70 inhibitors, probe displacement, primary screen, biochemical, fluorescence polarization (AID 583); Heat shock 70 kDa protein 1A (Homo sapiens); Hsp70 fluorescence polarization probe displacement, mP; higher % means a stronger effect; one-dose displacement, % at 20 µM; IC50 in µM for titrated hits; 0.06% of 140,000 active; in the data active means displacement above about 50%;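 further: plate controls were vehicle for no effect and reference ligand for full effect; a part of the inactive calls stands beside numbers as strong as those of hits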
Rat MKP-3 inhibitors – MKP-3 phosphatase inhibitors, primary screen, biochemical, rat enzyme, in vitro (AID 425); recombinant MKP-3 phosphatase activity, fluorescence; higher % means a stronger effect; inhibition, % at 20 µM, or IC50 in µM where a hit was titrated; Dual specificity protein phosphatase 6 (Rattus norvegicus); 0.17% of 110,000 active; in the data active means inhibition above about 50%;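 further: plate controls were vehicle for no effect and reference inhibitor for full effect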
* marks the source's active call; other numbers are inactive results; . = no result given; & = joins results of further samples. The list is partial, so the mix of outcomes need not match the whole.

SMILES	Hsp70 displacement	Rat MKP-3 inhibitors
CCc1ccc(N2CC(C(=O)N/N=C/c3cccc([N+](=O)[O-])c3)CC2=O)cc1 (stereo not drawn)	-1.8%	3.5%
C=CCn1c(SCc2ccc(C#N)cc2)nnc1-c1ccc(C)cc1	-1.8%	.
C=CCNC(=S)NNC(=O)CCC(O)CCCCC (stereo not drawn)	-0.1%	.
Cc1c(C(=O)OC(C)C)sc(NC(=O)COc2ccc(Cl)cc2)c1C(N)=O	-2.5%	-2.2%
C=CCn1c(N)c(C(=O)NC2CCCCC2)sc1=S	-2.9%	-2.4%
C=CCNC(=O)CCCOc1ccc(C)cc1	2.7%	.
O=C(O)CSc1c[nH]c2ccccc12	7.2%	.
CC(C)Sc1nnc2n(CCc3ccccc3)c(=O)c3c4c(sc3n12)COC(C)(C)C4	1.4%	-0.6%
COC(=O)CSC1=NS(=O)(=O)c2ccccc21	5.5%	0.9%
Cc1ccc2c(c1)N(CCCC(=O)NCCC1=CCCCC1)C(=O)CO2	-6.2%	-7.8%
CCCCCc1nc2sc3c(c2c(=O)n1N)CCCC3	-0.8%	4.2%
CC1=CC(=NOC(=O)c2cccc([N+](=O)[O-])c2)C=C(C)C1=O	-4.3%	.

Some of these compounds in order of heavy-atom count, smallest number first.
SMILES	Hsp70 displacement	Rat MKP-3 inhibitors
COC(=O)CSC1=NS(=O)(=O)c2ccccc21	5.5%	0.9%
C=CCNC(=S)NNC(=O)CCC(O)CCCCC (stereo not drawn)	-0.1%	.
CCCCCc1nc2sc3c(c2c(=O)n1N)CCCC3	-0.8%	4.2%

(further entries)
SMILES	Hsp70 displacement	Rat MKP-3 inhibitors
CCC(=O)N1CCc2cc(S(=O)(=O)NCCN3CCC(C)CC3)ccc21	.	-5.5%
COC(=O)C1=C(O)/C(=C\c2ccccc2)N=C1C	3.1%	2.7%
COc1ccc(NC(=O)C(=O)NC2CCCC2)cc1	0.6%	-3.7%
CS(=O)(=O)N1N=C(c2ccc(Cl)cc2)CC1c1cccs1 (stereo not drawn)	-2.2%	.
CC(=O)NC(CCS(C)(=O)=O)C(=O)Nc1nccs1 (stereo not drawn)	5.1%	3.0%
COC(=O)c1ccc(Oc2c(C(F)(F)F)oc3c(CN4CCN(C)CC4)c(O)ccc3c2=O)cc1	-0.1%	.
O=C(CCCC(=O)N(CC(=O)NC1CCCC1)Cc1ccccc1)Nc1ccccn1	-2.5%	-2.8%
O=C1c2ccc(S(=O)(=O)c3ccc4c(c3)C(=O)N(CCO)C4=O)cc2C(=O)N1CCO	3.2%	-2.3%
COc1ccc(Cn2nnnc2C(c2cc3ccc(OC)cc3[nH]c2=O)N2CCCCCC2)cc1 (stereo not drawn)	0.6%	-4.7%
CN(C)c1ccnc(-n2cccc2/C=N/OCc2cccc(F)c2)c1C#N	-0.8%	.
Cc1onc(-c2ccccc2Cl)c1C(=O)NN	-1.0%	2.4%
COc1ccc(CCNC(=O)c2ccccc2OC)cc1OC	-1.6%	4.8%
NC(=O)c1cnccn1	-1.8%	.
Cc1ccc2cccc(OC(=O)c3oc4ccccc4c3C)c2n1	0.5%	1.5%
O=C(CCCN1C(=O)/C(=C\c2cccs2)SC1=S)Nc1nc2ccccc2s1	3.5%	1.4%
COc1ccccc1OCC(O)CN1C(=O)NC(C)(C)C1=O (stereo not drawn)	-1.5%	0.6%
Fc1ccc(-c2noc(-c3ccccc3)n2)cc1	8.9%	0.2%
Cn1c(=O)oc2cc(S(=O)(=O)N3CCCC(C(=O)NCc4cccs4)C3)ccc21 (stereo not drawn)	2.3%	-6.3%
CCS(=O)(=O)N1CCC(C(=O)NC2CCCCCCC2)CC1	2.6%	-11.1%
CN(C)/C(=N\S(=O)(=O)c1ccc(Br)cc1)c1ccccc1	31.1%	3.1%
CCOC(=O)/C=C1\NC(=O)CS1	6.1%	-5.6%
O=C1CNC(=O)/C1=C/c1ccc(Br)cc1	2.3%	-1.9%
COC(=O)COc1ccc(/C=C2\C(=O)NC(=O)N(c3ccc(F)cc3)C2=O)cc1OC	-6.1%	2.6%
CCN1C(=O)/C(=C\c2cc(OC)c(OC)c(OC)c2)SC1=S	2.5%	-2.3%
O=C(O)c1cccc(N2C(=O)C3CC=CCC3C2=O)c1 (stereo not drawn)	-2.9%	.
CC1=C(C(=O)Nc2ccc(Cl)cc2)C(c2cccc3ccccc23)NC(=S)N1 (stereo not drawn)	0.4%	0.7%
CCCS(=O)(=O)N1CCC(C(=O)NCCN2CCCC2)CC1	2.7%	-3.5%
CCN(CC)S(=O)(=O)c1ccc2nc(NC(=O)c3cccs3)sc2c1	10.0%	.
O=C(NCc1cccs1)C1CCCN(c2ncccn2)C1 (stereo not drawn)	-0.8%	1.2%
COC(=O)c1ccc(Cl)c(NC(=O)NC(c2ccccc2)c2ccccc2)c1	-1.6%	-3.8%
O=C(c1ccc(S(=O)(=O)c2ccc(Cl)cc2)cc1)c1ccc(S(=O)(=O)c2ccc(Cl)cc2)cc1	-2.4%	-3.6%
C#CCN1C(=O)C2C(C(=O)NC)C3C=CC2(O3)C1C(=O)NCc1ccc(OC)cc1 (stereo not drawn)	3.1%	-4.3%
CC(C(=O)Nc1ccc(C(=O)O)cc1)N1C(=O)c2ccccc2C1=O (stereo not drawn)	1.5%	3.0%
COc1cccc(C(=O)Nc2c3c(nn2-c2cccc(C)c2C)CS(=O)(=O)C3)c1OC	5.0%	-2.1%
CC(=O)Nc1ccc(NCC(O)COc2ccccc2)cc1 (stereo not drawn)	1.9%	-11.9%
CS(=O)(=O)N1CCN(CC(O)Cn2c3ccccc3c3ccccc32)CC1 (stereo not drawn)	0.4%	-4.9%
COc1ccc(OC)c(CN2CCCC(C(=O)N3CCCCC3)C2)c1 (stereo not drawn)	-2.4%	1.9%
COC(=O)CN1C(=O)C(O)(CC(=O)c2ccc(C)o2)c2ccccc21 (stereo not drawn)	1.3%	-12.4%
Cc1ccc(N(C(C)C(=O)Nc2ccc(S(=O)(=O)N3CCOCC3)cc2)S(C)(=O)=O)cc1C (stereo not drawn)	3.4%	-1.7%
COCc1cc(=O)[nH]c(/N=C(\N)Nc2ccc(C)cc2)n1	-0.6%	-2.9%
CC(=O)CSc1sc(=S)sc1SCC(C)=O	10.3%	4.5%
O=C(Oc1ccccc1)c1ccc2nccnc2c1	-3.0%	-9.0%
Cc1cc(OCC(C)C)ccc1/C(O)=C1/C(=O)C(=O)N(Cc2cccnc2)C1c1ccncc1 (stereo not drawn)	-3.6%	.
Cc1ccccc1-n1nc(C(=O)O)cc1-c1ccccc1	6.1%	.
O=C(CCC(=O)c1cccs1)OCc1nnc(-c2ccccc2)o1	1.2%	1.2%
CC(C)c1ccc(N(CC(=O)Nc2ccc(S(=O)(=O)N3CCOCC3)cc2)S(C)(=O)=O)cc1	-2.8%	.
Fc1ccccc1OCCCCCCN1CCCC1	2.4%	0.9%
CN(C)S(=O)(=O)N(Cc1ccc(Br)cc1)c1ccccc1	1.9%	-11.6%
COc1ccc(CNS(=O)(=O)c2c(C)cc(C)cc2C)cc1	5.2%	2.6%
CN(C)CC(=O)Nc1ccc(S(N)(=O)=O)cc1	.	2.1%
Cc1cc(C)nc(SCC(=O)Nc2ccc(C)c(NC(=O)CSc3nc(C)cc(C)n3)c2)n1	-2.2%	0.5%
Cc1onc(-c2c(F)cccc2Cl)c1C(=O)NC1=NCCS1	2.6%	2.2%
O=S1(=O)C[C@@H](N2CCOCC2)[C@H](N2CCOCC2)C1	2.5%	4.9%
COc1cccc(C(=O)CN2C3=NCCCN3c3ccccc32)c1	-6.3%	-0.6%
Cc1cc(Oc2ccc(=O)n(C)n2)nc(Oc2ccc(=O)[nH]n2)n1	-1.8%	-9.3%
CC(C)CN1C(=O)/C(=C/c2ccco2)SC1=S	1.2%	5.9%
O/N=C/c1ccccc1OCc1ccccc1	2.6%	-3.1%
CCOc1ccc(NCCC#N)cc1	0.9%	.
Cc1cc(C)c(C#N)c(SCC(=O)N2CCOCC2)n1	5.5%	-0.6%
C=CCn1c(SCC(=O)Nc2cc(C)c(Cl)cc2OC)nnc1-c1ccco1	0.2%	2.0%

Carrying on.
SMILES	Hsp70 displacement	Rat MKP-3 inhibitors
CCc1cc(C)cc(OCCn2cc(/C=C3/SC(=S)NC3=O)c3ccccc32)c1	-6.2%	0.3%
CC(C)OC(=O)c1c(-c2ccccc2)csc1NC(=O)CCC(=O)O	-5.5%	1.8%
CC(C)(C)NC(=O)C(=O)N/N=C/c1ccc(Cl)cc1Cl	0.2%	-0.1%
N#CCCN(CCC#N)C(=O)COc1ccc(Cl)cc1Cl	0.0%	-16.2%
CC1CCCCC1NS(=O)(=O)c1ccc(S(=O)(=O)N2CCN(CCC#N)CC2)cc1 (stereo not drawn)	-1.9%	2.0%
COc1ccc(C(=O)CSc2nnc(CNC(=O)c3ccc(OC)c(OC)c3)n2C)cc1	4.1%	-4.6%
O=C(Nc1cccnc1Cl)c1cc(-c2ccco2)on1	-0.2%	.
CCCCc1ccc(/C=N/Nc2ccc([N+](=O)[O-])cc2)s1	-53.7%	5.7%
O=C(Nc1ccc(N2CCOCC2)cc1)c1ccc(-c2ccccc2)cc1	-1.8%	2.4%
O=C(CCC1CCCC1)N1CCN(C2CCCCC2)CC1	2.6%	0.5%
Oc1[nH]c2ccccc2c1C=Nc1ccc2c(c1)OCCO2	1.0%	12.3%
O=C(c1cccc(Br)c1)N1CCN(c2ccccn2)CC1	-2.4%	0.2%

A different layout for part of the listing above.
Second line of a record – Hsp70 displacement | Rat MKP-3 inhibitors
- Oc1[nH]c2ccccc2c1C=Nc1ccc2c(c1)OCCO2
 : 1.0% | 12.3%
- O=C(c1cccc(Br)c1)N1CCN(c2ccccn2)CC1
 : -2.4% | 0.2%

Carrying on:
SMILES	Hsp70 displacement	Rat MKP-3 inhibitors
CCCC(=O)Nc1ccc(C(=O)/C=C/c2ccc(Cl)cc2Cl)cc1	1.7%	4.3%
c1ccc2[nH]c(CN3CCN(c4ncnc5c4oc4ccccc45)CC3)nc2c1	0.0%	-7.1%
COc1cccc(C(=O)N2CCN(C3CCCC3)CC2)c1	-6.2%	1.4%
C=CCN1C(=O)/C(=C/c2ccc(O)c(OC)c2)S/C1=N\S(=O)(=O)c1ccc([N+](=O)[O-])cc1	0.1%	-0.5%
CC(C)(C)Nc1nc(NC(C)(C)C)nc(-n2ccnc2)n1	4.0%	-1.5%
COc1cccc(/C(C)=N/NC(=O)C2CC2)c1	-8.8%	1.0%
CCCc1ncc(C(O)c2ccc(OCC)cc2)n1C (stereo not drawn)	4.4%	1.5%
O=C(OCC1OC2C(Oc3nc(=O)ccn32)C1O)c1ccccc1 (stereo not drawn)	0.6%	4.6%
C#C[C@]1(O)CC[C@H]2[C@@H]3CCc4cc(O)ccc4[C@H]3CC[C@@]21C	-1.4%	.
CCCC(=Nc1ccccc1)C1=C(O)C(C(=O)OC)C(C)(C)CC1=O (stereo not drawn)	-2.5%	1.9%
C=CCn1c(SCC(=O)NC2CCCCC2)nnc1C1CCCCC1	6.8%	.
CN1CCN(CC#CCn2c3ccccc3c3ccccc32)CC1	1.8%	-4.0%
COc1ccc(OC)c(-c2cc(C3CCN(c4ncccc4[N+](=O)[O-])CC3)[nH]n2)c1	-1.7%	.
O=C(O)c1cc(S(=O)(=O)N2CCCCCC2)c(Cl)cc1Cl	2.9%&1.6%	-4.4%&0.1%
COc1ccc(C(NC(=O)c2ccco2)c2ccc(OC)c(OC)c2)cc1 (stereo not drawn)	5.9%&1.7%	-7.2%&0.4%
CCCN1C(=O)C(=Cc2nc3ccccc3c(=O)n2CC)c2cc(Br)ccc21	3.8%	-3.1%
COc1ccc(C2C(=O)c3ccccc3C2=Nc2ccc(Br)cc2)cc1 (stereo not drawn)	-2.4%	0.8%
Cc1nnc(-c2cnn(C)c2N)n1Cc1ccc(Cl)cc1	7.1%	.
COc1cc(/C=C2\C=C(c3ccc(Cl)cc3)OC2=O)cc(Br)c1OC(C)=O	-8.2%	5.0%
C=CCNC(=O)c1c(Cl)cccc1Cl	-5.9%	-0.9%
Cc1cc(C)cc(C(=O)N(c2ccccn2)C(C)c2ccco2)c1 (stereo not drawn)	-1.2%	.
COc1ccc(CCNC(=O)c2ccc(CS(=O)(=O)c3ccc(C)cc3)o2)cc1OC	10.1%	.
CS(=O)(=O)c1ccc2c(c1)SC1=NC(=O)/C(=C/c3ccco3)C(=N)N12	-35.9%	.
Cc1cc(=O)[nH]c(SCC(=O)N2CCCCCC2)n1	-0.5%	-5.7%

One compound at a time, from the list above. Order of values: Hsp70 displacement, Rat MKP-3 inhibitors
Profile of `COc1ccc(C(=O)CSc2nnc(CNC(=O)c3ccc(OC)c(OC)c3)n2C)cc1` = 4.1%, -4.6%
Profile of `COc1ccc(Cn2nnnc2C(c2cc3ccc(OC)cc3[nH]c2=O)N2CCCCCC2)cc1` (stereo not drawn) = 0.6%, -4.7%
Profile of `N#CCCN(CCC#N)C(=O)COc1ccc(Cl)cc1Cl` = 0.0%, -16.2%
Profile of `C=CCNC(=O)c1c(Cl)cccc1Cl` = -5.9%, -0.9%
Profile of `c1ccc2[nH]c(CN3CCN(c4ncnc5c4oc4ccccc45)CC3)nc2c1` = 0.0%, -7.1%

Next results follow.
SMILES	Hsp70 displacement	Rat MKP-3 inhibitors
CCc1nnc(NC(=O)CN2CCOCC2)s1	-0.2%	-4.0%
COC(=O)[C@@H](NC(=O)Nc1cccc(OC)c1)C(C)C	-0.6%	.
O=C(Cn1ccc(C(F)(F)F)n1)Nc1ccc(S(=O)(=O)NCc2ccco2)cc1	15.7%	-10.2%
CN(C)c1ccc(/C=C/C(=O)C2C(=O)CCC2=O)cc1	-0.4%	-1.4%
Nc1cc(-c2ccc(Br)cc2)nn1C1CCCCC1	4.2%	3.3%
COc1ccc(-n2c(=S)[nH]c3sc4c(c3c2=O)CC(C)(C)OC4)cc1	-4.5%&-0.1%	2.6%&0.4%
